Screening data from PubChem BioAssay.
GPR55 LPI antagonism: inhibition of LPI-stimulated GPR55 beta-arrestin translocation – imaging, U2OS, beta-arrestin-GFP, LPI agonist, primary screen (AID 2013); actives 0.13% (n = 290,000); one-dose inhibition, % at 10 µM; IC50 in µM for titrated hits; U2OS GPR55 beta-arrestin-GFP translocation imaging, LPI antagonism; higher % means a stronger effect;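 active = spots per cell inhibited over 60%, with over 100 cells counted and total cytoplasm intensity under 500,000; inconclusive = wells with under 100 cells, flagged as likely toxic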;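 note: U2OS cells stably carrying GPR55 and arrestin-GFP stimulated by 5 µM LPI near EC80; imaged beta-arrestin-GFP aggregate spots per cell after agonist stimulation; plate controls were LPI-stimulated DMSO wells for no effect and DMSO wells without LPI for full effect; some results filed as inactive read as strong as hits; confirmed hits need IC50 under 10 µM and bright autofluorescent wells are also inconclusive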
Rac1 GTP hydrolysis: MgcRacGAP GTPase-activating activity inhibitors, confirmation, biochemical, ADP Hunter fluorescence; actives 0.6% (n = 340,000); inhibition, % at 30 µM; hits with a dose series show IC50 in µM; AID 624330; MgcRacGAP-stimulated Rac1 GTP hydrolysis, ADP Hunter fluorescence; higher % means a stronger effect; GST-tagged Rac1 F28L mutant substrate;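 active = first-screen hits whose inhibition reached a set limit at any dose in the follow-up dose series; inconclusive = inhibition above the set first-screen limit but never retested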;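 note: fluorescence reports GDP produced by GAP-driven GTP hydrolysis; strong numbers were not always called active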
PhoP inhibition: inhibitors of PhoP regulon expression, primary screen, Salmonella Typhimurium, GFP reporter (AID 1863). S. Typhimurium PhoP-regulated promoter GFP reporter, 4 h; higher % means a stronger effect. one-dose inhibition, % at 50 µM; IC50 in µM for titrated hits. actives 0.16% (n = 300,000);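 active = inhibition over 29.93%, a cutoff 3 SD above the screen mean, later confirmed by dose response; inconclusive = inhibition over 29.93% but no dose response follow-up; inactive = inhibition at most 29.93% or unconfirmed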;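 note: 0% = low Mg2+ inducing control and 100% = high Mg2+ repressing control; strong numbers were not always called active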
GPR35 arrestin U2OS: GPR35 antagonists blocking zaprinast-driven arrestin recruitment, primary screen, imaging, U2OS, beta-arrestin-GFP, zaprinast agonist (AID 2058). U2OS GPR35 beta-arrestin-GFP translocation imaging, zaprinast antagonism; higher % means a stronger effect. actives 0.052% (n = 290,000). one-dose inhibition, % at 10 µM; IC50 in µM for titrated hits;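 active = inhibition of at least 50% with at least 30 cells and total cytoplasm GFP at most 10,000,000; inconclusive = under 30 cells or total GFP of 10,000,000 plus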
NS5 inhibitors: flavivirus cap methylation enzyme inhibition – biochemical, confirmation dose response, primary screen (AID 588689); Dengue-2 NS5 methyltransferase capping enzyme assay, biochemical; higher % means a stronger effect; one-dose inhibition, % at 25 µM; IC50 in µM for titrated hits; actives 0.3% (n = 340,000); in the data active = a potency from the dose series; inconclusive = inhibition above about 29% without an active follow-up result
K1F lysis inhibition: protection from phage-mediated lysis, alamar blue read-out – E. coli UTI89, K1F phage, bacterial capsule biogenesis inhibitors (AID 488966) | one-dose inhibition, % at 100 µM; IC50 in µM for titrated hits | actives 0.02% (n = 340,000) | E. coli UTI89 K1F phage lysis, alamar blue, 2 h; higher % means a stronger effect;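 active = phage lysis inhibition, versus mean bacterial control, above a set limit; inconclusive = no clear call, values can overlap the other calls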;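 note: capsule biogenesis inhibitors block K1F phage lysis so surviving cells raise fluorescence; higher fluorescence means more inhibition of phage lysis; actives were called in the ten point dose series up to 300 µM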
RSV CPE inhibition: inhibition of RSV-induced cytopathic effect – HEp-2 cells, primary 10 µM value included (AID 2391); CPE inhibition, % at 10 µM; hits with a dose series show IC50 in µM; actives 0.13% (n = 310,000); HEp-2 cells, RSV-induced CPE inhibition; higher % means a stronger effect; in the data active = a potency from the dose series; inconclusive = CPE inhibition mostly from about 23% at the one dose, without a potency; inactive = the rest, 99 in 100 with CPE inhibition below about 21%; note: strong numbers were not always called active
HIV peptide binding: inhibitors of HIV fusion peptide binding, primary screen, biochemical, uHTS, fluorescence dequenching (AID 1986); one-dose inhibition, % at 20 µM; IC50 in µM for titrated hits; actives 0.3% (n = 290,000); cell-free peptide binding, fluorescence dequenching, 30 min; higher % means a stronger effect; in the data active = inhibition mostly above about 52%, no sharp cut-off; inactive = mostly below about 76%; note: some results filed as inactive read as strong as hits
SV40 large T antigen: TAg ATPase/helicase activity blockers – biochemical (AID 1903) | actives 0.39% (n = 310,000) | SV40 large T antigen ATPase/helicase inhibition assay; higher % means a stronger effect | inhibition, % at 20 µM; hits with a dose series show IC50 in µM; in the data active = a potency from the dose series; inconclusive = inhibition mostly from about 32% at the one dose, without a potency; inactive = the rest, 99 in 100 with inhibition below about 32%; note: strong numbers were not always called active
NS5 inhibitors pilot replicate: recorded beside NS5 inhibitors, whose call it bears; inhibition, %; measured here: pilot screen replicate inhibition
* = called active by the depositor; ? = inconclusive; · = not tested or not shown; [ ] = remark or other dose. Not a hit list; overall some 1.5% were active at least once.

SMILES | GPR55 LPI antagonism | Rac1 GTP hydrolysis | PhoP inhibition | GPR35 arrestin U2OS | NS5 inhibitors | K1F lysis inhibition | RSV CPE inhibition | HIV peptide binding | SV40 large T antigen | others
O=C(CSc1nnc(-c2cccc(F)c2)o1)N1CCCC1 | -6% | 5% | -4% | -2% | 1% | 0.4% | 1.8% | -0.8% | 6%
Cc1cc(C)cc(N(CC(=O)N2CCn3c2nc2ccccc23)S(=O)(=O)c2c(C)noc2C)c1 | -4% | 0% | -8% | -2% | -4% | -9.5% | 0.6% | 3.9% | 3%
O=C(Cc1ccccc1[N+](=O)[O-])Nc1ccccc1C(=O)N1CCCC1 | 1% | -2% | 8% | 2% | · | 0.4% | -2.1% | -0.8% | -4%
CCC(C(=O)Nc1ccc([N+](=O)[O-])cn1)c1ccccc1 (centres undefined) | 12% | 5% | -6% | -3% | 1% | 0.1% | 3.1% | 0.8% | 5% | NS5 inhibitors pilot replicate=-1.2
O=C(Cc1ccc(Cl)cc1)NC1CCCN(Cc2ccccc2F)C1 (centres undefined) | 9% | 6% | -5% | 12% | -9% | -0.1% | -0.1% | -0.4% | 8%
CCCCc1cc(=O)oc2cc(C)cc(OCC(=O)N3CCC(C(=O)O)(c4ccccc4)CC3)c12 | 8% | 6% | 5% | -2% | -1% | 0.0% | 1.1% | 1.8% | 14%
COc1ccc(O)c(-c2c(-c3ccc(Cl)cc3)n[nH]c2C)c1 | 2% | 9% | -7% | -16% | -3% | -0.8% | 14% | -0.4% | -2%
CC(=O)Nc1ccc(S(=O)(=O)N2CCN(c3nc(C)cc(C)n3)CC2)cc1 | 11% | 8% | -3% | -5% | -9% | 5.8% | 3.1% | -0.1% | 6%
Cc1ccc(-c2cc(C(=O)N/N=C/c3c[nH]c4ccccc34)[nH]n2)cc1 | -11% | 13% | 9% | 3% | -13% | 0.5% | · | -3.2% | -4%
CC(C)(C)C1CCC(=NNC(=O)C2COc3ccccc3O2)CC1 (centres undefined) | · | 4% | · | · | -5% | 0.3%[50 µM] | 1.4% | · | ·
COc1ccc(CCNS(=O)(=O)c2cccc(C)c2)cc1OC | 12% | 8% | -1% | 11% | -2% | 1.1% | 0.3% | -0.1% | 5%
Cc1nc(NC(=O)c2cc3ccccc3o2)ccc1Br | 12% | 9% | -3% | 4% | -1% | 0.0% | 2.0% | 0.7% | 4%
CC12CC(NC(=O)N1c1cccc(C(=O)NCc3ccccc3)c1)c1ccccc1O2 (centres undefined) | -6% | · | -3% | 2% | · | · | 1.6% | -1.3% | 2%
CCOc1ccc(-n2c(-c3ccccc3)c[n+]3c2CCCCC3)cc1 | 6% | 8% | -3% | 2% | 4% | 0.0% | -0.6% | -0.7% | -3%
CCOC(=O)c1ccc(NC(=O)NCc2ccccc2)cc1 | -2% | 12% | -3% | 6% | -2% | 0.3% | 3.7% | 0.8% | 3%
CCC1CCCCN1CCCNC(=O)c1ccc(N2CCOCC2)c(NS(=O)(=O)c2ccc(OC)cc2)c1 (centres undefined) | 8% | -4% | -1% | 1% | 1% | -0.1% | -2.0% | -0.4% | 13%
O=C1Nc2ccccc2C(=O)N2[C@H](c3cccc(Br)c3)[C@@H]3C(=O)N(Cc4ccccc4)C(=O)[C@@H]3[C@H]12 | -6% | 8% | -3% | 2% | -8% | -1.4% | 3.5% | 2.8% | 13%
Cc1cc(C(=O)NCc2cc(F)cc3c2OCOC3)nn1C | 6% | 5% | -3% | 3% | 12% | 1.7% | 0.9% | -0.2% | 5%
Cc1cc(C)c(C#N)c(SCC(O)CS(=O)(=O)Cc2ccccc2)n1 (centres undefined) | -16% | -4% | 11% | 13% | 4% | 2.4% | 4.1% | 0.8% | -7%
Cc1ccc(S(=O)(=O)NNC(=S)Nc2ccccc2)cc1 | -9% | 8% | 1% | 6% | -1% | 1.5% | -0.6% | -2.1% | 5%
O=C(NCCCCc1ccccc1)c1cccc(Br)c1 | 4% | 16% | 3% | -6% | · | -0.6% | 6.3% | 0.5% | 8%
COc1ccc(OCC(=O)N2CCN(S(=O)(=O)c3ccc(Cl)s3)CC2)cc1 | · | 4% | · | · | 0% | 1.2%[50 µM] | 0.0% | · | ·
C=C(C)C(=O)OCC(=O)NCc1ccccc1 | 10% | 3% | -2% | -2% | -2% | 0.3% | 0.3% | 1.4% | 20%
Cc1cccc(CNC(=O)Cn2ccc3cc(S(=O)(=O)N4CCCC4)ccc32)c1 | -1% | 15% | -8% | -5% | -18% | 0.2% | 3.6% | -1.3% | 13%
CN(C)S(=O)(=O)c1ccc(C(=O)N(c2ccccn2)c2ccccn2)cc1 | 13% | 7% | 1% | -3% | -1% | 0.2% | -0.8% | 1.2% | 15% | NS5 inhibitors pilot replicate=-1.2

The last 3 entries of the part above open the next one.
SMILES | GPR55 LPI antagonism | Rac1 GTP hydrolysis | PhoP inhibition | GPR35 arrestin U2OS | NS5 inhibitors | K1F lysis inhibition | RSV CPE inhibition | HIV peptide binding | SV40 large T antigen | others
C=C(C)C(=O)OCC(=O)NCc1ccccc1 | 10% | 3% | -2% | -2% | -2% | 0.3% | 0.3% | 1.4% | 20%
Cc1cccc(CNC(=O)Cn2ccc3cc(S(=O)(=O)N4CCCC4)ccc32)c1 | -1% | 15% | -8% | -5% | -18% | 0.2% | 3.6% | -1.3% | 13%
CN(C)S(=O)(=O)c1ccc(C(=O)N(c2ccccn2)c2ccccn2)cc1 | 13% | 7% | 1% | -3% | -1% | 0.2% | -0.8% | 1.2% | 15% | NS5 inhibitors pilot replicate=-1.2
Cc1cccc(-c2nc3ccccc3c(=O)n2NC(=S)N(C)C)c1 | -2% | 6% | 2% | -13% | 5% | 0.4%[50 µM] | 1.7% | -0.6% | 17%
COc1ccc(N(CC(=O)NCc2ccccc2OC)S(=O)(=O)c2ccccc2)cc1 | -4% | -4% | -1% | -8% | 3% | -0.3% | 7.5% | -0.9% | 0%
O=C(NC(=S)Nc1cccc2c(O)cccc12)c1cccc(Br)c1 | 12% | 19% | -1% | 5% | 17% | 0.0% | ? | 17% | 19%
O=C(NNC1OC(CO)C(O)C(O)C1O)c1cccc(Br)c1 (centres undefined) | -3% | 0% | -9% | -9% | -6% | 0.0% | 1.6% | -3.0% | 0%
COC(=O)/C(=C(/F)Sc1cc(C)c(O)c(C)c1)C(F)(F)F | 5% | 12% | -10% | 6% | -2% | -4.3% | 17% | 0.0% | 5%
N#C/C(=C\C=C\c1ccccc1)C(=O)NCc1ccco1 | 14% | 0% | 8% | 2% | 5% | 0.2% | -0.5% | -0.2% | 6%
Cc1cc(N2CCN(C)CC2)nc2ccc(NC(=S)NCCC(C)C)cc12 | 17% | 18% | 4% | 12% | -8% | -0.3%[50 µM] | 1.3% | 0.1% | 8%
Cc1sc2nc(CSCC(=O)NC3CCCCC3)[nH]c(=O)c2c1C | · | 11% | -8% | · | 0% | 0.3%[50 µM] | -0.9% | · | 38%
CCOC(=O)n1c(=O)[nH]c2ccc(Br)cc21 | -3% | 1% | 3% | -2% | 2% | 4.1% | 3.0% | -0.4% | 11%
CCc1ccc(N=Nc2ccc(O)c3[nH]cnc23)cc1 | · | 15% | · | · | -31% | -0.7% | 12% | · | ·
CC1CCN(C(=O)CSc2nnc(N)s2)CC1 | -4% | 5% | 4% | 8% | -1% | 0.0% | 0.1% | -0.5% | 9%
Cc1cc(C)cc(OCC(=O)OCC(=O)c2cc(C)n(C3CC3)c2C)c1 | 7% | -45% | -5% | -2% | -7% | 1.9%[50 µM] | 0.9% | -1.9% | 11%
Cc1ccc(Oc2ncccc2CO)cc1 | 9% | 1% | 8% | 6% | 1% | -0.8% | 0.8% | -1.5% | 6%
Cc1nc2ccccc2n1CCOc1ccc(F)cc1 | -3% | 6% | 12% | 0% | -13% | 0.5% | 14% | 3.1% | 15%
O=C(CCc1nc2ccccc2c(=O)[nH]1)OCC(=O)c1cccc(Cl)c1 | -1% | -4% | -15% | -4% | -2% | 2.9% | 0.7% | -0.3% | 7%
CC(CC(=O)N1CCc2ccccc21)n1cccn1 (centres undefined) | -3% | 4% | 0% | 16% | -8% | 0.1% | 0.5% | -2.4% | -1%
CCCCNC(=S)N1CCn2cccc2C1c1ccc(F)cc1 (centres undefined) | -1% | -3% | 6% | -11% | -3% | 0.1% | 2.4% | -2.1% | 9%
COC(=O)c1ccc(Cn2cc(Cl)cn2)o1 | 4% | 12% | -11% | 2% | 0% | -0.9% | 1.2% | 0.9% | 14%
CC1=N/C(=C\c2ccc([N+](=O)[O-])cc2)C(=O)N1c1cc(Cl)ccc1C | 4% | 3% | 8% | -11% | -4% | 0.0% | 0.4% | -1.9% | 11%
CCc1c(C)sc2nc(SCC(=O)Nc3cc(C)on3)n(CCOC)c(=O)c12 | -1% | 3% | -8% | 7% | -8% | 0.5% | 1.6% | -0.4% | 4%
COc1ccc(/C=C(\C#N)C(=O)OCC(=O)NCc2ccccc2Cl)cc1 | 1% | 12% | -7% | 9% | -8% | 0.4% | 0.5% | 4.6% | 8%
CC(C)(C)CN1CCNC[C@H]1Cc1cccc2ccccc12 | · | -2% | · | · | -7% | 11% | -1.1% | · | 7%
CC(C)C(c1nnnn1Cc1ccc(F)cc1)N1CCN(C2CCCC2)CC1 (centres undefined) | -4% | 5% | 0% | -2% | 0% | -0.1% | -2.4% | 0.0% | 13%
Nc1c(-c2cccc(Cl)c2)cnc2c(-c3ccccc3)cnn12 | 4% | 6% | 5% | -7% | 0% | 0.1% | 0.1% | -0.9% | -8%

Gathered by group, those above containing a furan ring, fused or not.
SMILES | GPR55 LPI antagonism | Rac1 GTP hydrolysis | PhoP inhibition | GPR35 arrestin U2OS | NS5 inhibitors | K1F lysis inhibition | RSV CPE inhibition | HIV peptide binding | SV40 large T antigen | others
Cc1nc(NC(=O)c2cc3ccccc3o2)ccc1Br | 12% | 9% | -3% | 4% | -1% | 0.0% | 2.0% | 0.7% | 4%
N#C/C(=C\C=C\c1ccccc1)C(=O)NCc1ccco1 | 14% | 0% | 8% | 2% | 5% | 0.2% | -0.5% | -0.2% | 6%
COC(=O)c1ccc(Cn2cc(Cl)cn2)o1 | 4% | 12% | -11% | 2% | 0% | -0.9% | 1.2% | 0.9% | 14%
